rTrxR1 inhibitor: rat TrxR1 inhibition | recombinant rTrxR1, NADPH fluorescence consumption, selenite substrate | Potency, µM (titrated, usually from 114 µM), inactives show at the top dose activity change, negative = inhibition, actives largely listed as inhibitors | actives 1% (n = 390,000) | AID 588453 | O89049; note: % is set by controls: 0 for no effect and ±100 for the full control effect; nearly all actives have a fitted effect of over 65% in size
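Rat TrxR1 (90 nM in the dispensed reagent) was pre-reduced with 400 uM NADPH for 5 min at room temperature, then incubated with compound for 15 min. After 400 uM selenite was added, NADPH fluorescence (Ex 340/Em 450 nm) was followed for 8 min.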
HP1b binding inh: blocks HP1-beta chromodomain binding to methylated histone tails; actives 0.56% (n = 390,000); P83916; Potency, µM (highest dose often 114 µM), for the others: at the highest dose activity change, negative = inhibition, most hits filed as inhibitors; AID 540317; AlphaScreen HP1-beta / biotin-H3K9me3 peptide binding; note: nearly all actives have a fitted effect of over 70% in size; inactives centre near 23
Target sequence (P83916 whole entry, looked up): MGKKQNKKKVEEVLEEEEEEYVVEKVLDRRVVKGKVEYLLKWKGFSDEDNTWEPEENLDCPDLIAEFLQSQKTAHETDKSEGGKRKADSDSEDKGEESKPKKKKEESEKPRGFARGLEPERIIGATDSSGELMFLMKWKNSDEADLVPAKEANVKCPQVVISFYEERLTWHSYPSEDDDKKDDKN
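Compound inhibition of the preformed complex between 50 nM HP1-beta and 50 nM biotinylated H3K9me3 peptide was read by AlphaScreen. Buffer was PBS pH 7.4 with 0.01% Tween-20. Incubations ran 30 min at room temperature, with 10 ug/mL donor/acceptor beads.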
GLS inh: blocks human kidney-isoform glutaminase activity; Potency, µM (highest dose often 45.5 µM), for the others: at the top dose activity change, negative = inhibition, hits mostly inhibitors; GLS enzymatic activity, qHTS titration; actives 0.21% (n = 410,000); O94925; note: % is set by controls: 0 for no effect and ±100 for the full control effect
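hKGA in 45 mM KH2PO4 pH 8.2, 0.02% Tween-20 with pin-transferred compounds; 1 mM L-glutamine (stock) plus glutamate oxidase/HRP/Amplex Red coupling added. Fluorescence read initially and after 30 min at RT.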
Pin1 inh: human Pin1 inhibition; Pin1 FP peptide displacement, HiFluor488, 10 min; Potency, µM (top dose mostly 115 µM), without a hit: at the top dose activity, negative = inhibition, actives largely listed as inhibitors; actives 0.009% (n = 390,000); active = well fitted inhibition curve with a large enough effect in the polarisation, with a control signal flat, not every such curve was filed as active; inconclusive = small, poorly fitted or top-dose-only effect, or effect the other way, or a change in a side signal; inactive = no such curve, though single readings can be large or run the other way; the % refers to the polarisation; note: % is set by controls: 0 for no effect and ±100 for the full control effect
Target sequence (Q13526 whole entry, looked up): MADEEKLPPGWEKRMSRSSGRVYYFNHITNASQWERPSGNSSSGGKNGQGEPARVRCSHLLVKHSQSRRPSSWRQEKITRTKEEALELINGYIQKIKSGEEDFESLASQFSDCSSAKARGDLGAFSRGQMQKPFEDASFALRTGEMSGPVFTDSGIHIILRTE
RGS4 inhibitor: inhibitors of human regulator of G protein signaling 4; P49798; Transcreener GDP fluorescence polarization, RGS4-accelerated GTP hydrolysis; Potency, µM (titrated, usually from 114 µM), inactives show at the top dose activity change, negative = inhibition, actives largely listed as inhibitors; actives 0.039% (n = 390,000); AID 504845; note: % is set by controls: 0 for no effect and ±100 for the full control effect; nearly all actives have a fitted effect of over 75% in size; some results filed as inactive show a strong effect at the top dose
Target sequence (P49798 whole entry, looked up): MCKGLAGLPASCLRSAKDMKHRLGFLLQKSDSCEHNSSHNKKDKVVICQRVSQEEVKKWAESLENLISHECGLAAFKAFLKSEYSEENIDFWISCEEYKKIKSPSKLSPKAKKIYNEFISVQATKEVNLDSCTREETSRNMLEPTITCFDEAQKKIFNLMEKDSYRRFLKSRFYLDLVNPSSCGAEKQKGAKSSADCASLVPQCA
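MLSMR compounds (23 nl, pin-transferred) preincubated 10 min at room temperature with a 500nM (2x) first reagent, then RGS4 at 900nM (2x) plus Transcreener GDP mix added; fluorescence polarization (620/688 nm) read before and after 90 min at 30 °C.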
12-LOX inh: ALOX12 (human) lipoxygenase inhibition; purified 12hLO, xylenol orange hydroperoxide absorbance; AID 1671190; P18054; Potency, µM (top dose mostly 108 µM), for inactives: at the highest dose activity change, negative = inhibition, usual class: inhibitors; actives 1.1% (n = 580,000); note: % is set by controls: 0 for no effect and ±100 for the full control effect
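Hydroperoxide product was detected by ferrous iron/xylenol orange as the 573 to 405 nm absorbance ratio. Arachidonic acid at 40 uM (final) was turned over for 30 min at room temperature by 150 nM human 12hLO, pH 7.0 Hepes buffer, after 15 min compound preincubation.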
JMJD2A Tudor: inhibitors of human JMJD2A Tudor domain. O75164. AID 504339. actives 4.4% (n = 390,000). AlphaScreen JMJD2A-Tudor / H3K4me3 peptide binding. Potency, µM (top dose mostly 114 µM), for inactives: top-dose activity change, negative = inhibition, most hits filed as inhibitors; note: % is set by controls: 0 for no effect and ±100 for the full control effect; nearly all actives have a fitted effect of over 50% in size
Tb PGK inh: blocks T. brucei phosphoglycerate kinase; P07378; PGK/GAPDH coupled, Kinase-Glo luminescence, 60 min; Potency, µM (titrated, usually from 57.5 µM), for inactives: top-dose activity change, negative = inhibition, hits mostly inhibitors; actives 0.043% (n = 380,000); AID 602233; note: % is set by controls: 0 for no effect and ±100 for the full control effect; nearly all actives have a fitted effect of over 60% in size
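Luminescent ATP detection (Kinase-Glo Plus) follows a 60-minute room-temperature incubation, with wells lacking PGK as controls. Buffer: 100 mM TEA (pH 7.6), 5 mM MgCl2, 0.01% Tween-20. Coupling enzyme GAPDH (100 nM final) supplies unstable 1,3-BPG in-well.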
ERG Ets-DNA blk: ERG Ets/DNA interaction inhibition | P11308 | fluorescence polarization, His-ERG Ets domain / labelled DNA | Potency, µM (series often up to 76.9 µM), for the others: at the top dose FP activity, negative = inhibition, hits mostly inhibitors | actives 0.028% (n = 370,000); active = well fitted inhibition curve with a large enough effect in the polarisation, with a control signal flat; inconclusive = small, poorly fitted or top-dose-only effect, or effect the other way, or a change in a side signal; inactive = no such curve, though single readings can be large or run the other way; the % refers to the polarisation;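 note: polarization taken with two DNA probes labelled with fluorescein and Texas red; % of control where 0% means no effect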
Target sequence (P11308 whole entry, looked up, the tested form may be a part): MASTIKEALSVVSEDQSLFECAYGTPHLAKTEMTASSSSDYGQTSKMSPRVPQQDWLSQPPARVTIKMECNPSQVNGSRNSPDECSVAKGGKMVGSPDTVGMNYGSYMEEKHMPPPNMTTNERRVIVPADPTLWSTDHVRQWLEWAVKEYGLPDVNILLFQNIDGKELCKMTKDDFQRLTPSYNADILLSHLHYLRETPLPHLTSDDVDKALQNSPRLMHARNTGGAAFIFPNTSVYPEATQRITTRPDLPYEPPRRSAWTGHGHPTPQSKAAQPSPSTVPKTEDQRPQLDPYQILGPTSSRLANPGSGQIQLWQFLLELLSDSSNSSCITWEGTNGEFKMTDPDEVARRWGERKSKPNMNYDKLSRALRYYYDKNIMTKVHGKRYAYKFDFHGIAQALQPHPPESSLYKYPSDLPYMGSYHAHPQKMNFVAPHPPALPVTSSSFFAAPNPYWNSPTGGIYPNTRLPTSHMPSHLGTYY
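His-tagged ERG Ets domain (1 uM in the protein solution; 300mM KCl, 50mM Tris-HCl, 1mM EDTA, 1mM DTT, pH 7.5) received compound, then a probe mix of 5 nM fluorescein-DNA and 100nM Texas-615-DNA. Fluorescence polarization was read for both dyes.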
* = called active by the depositor; i = inactive; u = inconclusive; x = no result given; & = joins results of further samples; [ ] = dose if it differs, or a comment. Unless noted, calls come from the whole dose curve; as a rule, active = well fitted curve in the direction sought with a large enough effect; inconclusive = small, poorly fitted or top-dose-only effect, or another doubt; inactive = no such curve, though single readings can be large; an effect the other way counts as inactive or inconclusive. Potency is the fitted concentration of half-maximal effect. The list is partial; the hit share may differ from the screen's.

Pin1 inh	Tb PGK inh	JMJD2A Tudor	ERG Ets-DNA blk	GLS inh	rTrxR1 inhibitor	12-LOX inh	HP1b binding inh	RGS4 inhibitor	Structure
2%	-3%	-24%	4%	-3%	6%[57.1 µM]	5%	-12%	-20%	CCCn1c(SCC(=O)Nc2cccc(C)n2)nnc1C(C)C
5%	-10%	-12%	-3%	5%	0%	13%	11%	10%	COCc1ccc(C(=O)N2CCCC(N(C)CCc3ccc(OC)c(OC)c3)C2)s1 (stereo not given)
-1%	i	-4%[11.4 µM]	3%	62%[activator]	15%	11%	5%	5%[11.4 µM]	Cn1c(-c2ccccc2)nc2cnccc21
6%	-2%	-15%	-4%	9%	u	0%	14%	10%	COC(=O)c1cccc(NC2CC(=O)N(c3ccc(OC)c(OC)c3)C2=O)c1 (stereo not given)
-5%	-2%	-8%	-8%	-8%	9%	-12%	29%	-10%	C=CCOC(=O)C1=C[C@H](C2CCCCC2)[C@@H](CCCO)[C@H](OCC)O1
1%	-2%	-10%	-3%	17%	17%	-2%	32%	4%[56.9 µM]	Nc1ccnn1Cc1ccncc1
-8%	-2%	-3%	4%	-10%	17%	1%	32%	-1%	COc1ccc(S(=O)(=O)N(C)c2ccc(C(=O)NCCC(C)C)cc2)cc1
3%	i	-12%	12%	-8%	15%[57.1 µM]	0%	24%	8%	C/C(=N\OC(=O)c1ccc(Cl)c(Cl)c1)c1sc(C)nc1C
-3%	-8%	-4%	-7%	4%	27%	16%	13%	1%	O=C(CSc1nnnn1-c1ccccc1)Nc1nsc(-c2ccccc2)n1
13%	i	u	5%	-9%	-1%	-18%	-2%	u	COc1ccccc1-c1nnc2sc(COc3ccc(Cl)cc3Cl)nn12
6%	6%	-8%	-22%	14%	7%	-2%	30%	5%	O=C(CCCc1nc2ccccc2s1)N1CCN(S(=O)(=O)c2cccs2)CC1
1%	-5%	-12%	-3%	2%	3%	-22%	46%[activator]	-5%	O=C(c1cccc(Br)c1)c1conc1C(=O)c1ccco1
-6%	x	47%[activator]	x	0%	-16%	-20%	81%[activator]	0%	COC(=O)c1ccc(CSc2nc3ccccc3s2)o1
1%	8%	-5%	-2%	7%	14%	-11%	20%	-1%	CCCCOc1cccc(C(=O)Nc2ccc(S(=O)(=O)Nc3cc(C)on3)cc2)c1
1%	-4%	-4%	4%	-8%	16%	-10%	54%[activator]	-4%	CCN1C(=O)C(O)(CC(=O)c2ccc3c(c2)OCCO3)c2ccccc21 (stereo not given)
-3%	-9%	-18%	4%	7%	15%	u	12%	4%	Cc1nc(N2CCCC2)c2c(C(=O)Nc3ccc(Br)cc3F)c(C)oc2n1
2%	3%	-7%	11%	-1%	9%	-8%	42%[activator]	-2%	O=C1COc2ccc(-c3cc(-c4ccc(F)cc4)c4c(n3)-c3cc(Cl)ccc3OC4)cc2N1
-4%	-8%	-15%	-11%	-5%	22%[57.1 µM]	69%[activator]	-3%	1%	COc1ccccc1C(=O)N/C(=C\c1ccc(Br)cc1)C(=O)N1CCCC1
-8%	-4%	-27%	12%	-3%	9%	-6%	35%	-24%	CC(=O)c1ccc(S(=O)(=O)Nc2ccc(C(=O)N(C)CC(=O)Nc3cccc(C)c3C)cc2)cc1
-4%	-6%	-12%	1%	-15%	u	2%&-25%	16%	17%[56.9 µM]	COc1cccc(OC)c1OCCNCC1COc2ccccc2O1 (stereo not given)

Random excerpt: two compounds from above, in no set order.
Pin1 inh	Tb PGK inh	JMJD2A Tudor	ERG Ets-DNA blk	GLS inh	rTrxR1 inhibitor	12-LOX inh	HP1b binding inh	RGS4 inhibitor	Structure
-1%	i	-4%[11.4 µM]	3%	62%[activator]	15%	11%	5%	5%[11.4 µM]	Cn1c(-c2ccccc2)nc2cnccc21
1%	-2%	-10%	-3%	17%	17%	-2%	32%	4%[56.9 µM]	Nc1ccnn1Cc1ccncc1

The listing continues.
Pin1 inh	Tb PGK inh	JMJD2A Tudor	ERG Ets-DNA blk	GLS inh	rTrxR1 inhibitor	12-LOX inh	HP1b binding inh	RGS4 inhibitor	Structure
1%	i	-11%	3%	8%	-10%	2%	26%	7%	CC(=O)NC(CC(=O)c1ccc([N+](=O)[O-])cc1)C(Cl)(Cl)Cl (stereo not given)
-7%	3%	5%	-4%	12%	-10%	64%[activator]	42%	-1%	CCCc1nnc(SCC(=O)N2CCCC2)n1CC1CCCO1 (stereo not given)
7%	-3%	-5%	10%	-2%	9%	u	46%[activator]	28%	Nc1nc(NCCOCCO)nc(NCC2CCCO2)c1[N+](=O)[O-] (stereo not given)
-7%	-3%	4%[57.1 µM]	-3%	-5%	15%	-22%	24%	23%[11.4 µM]	COc1ccc(-c2cc(C(F)(F)F)nc(N3CCOCC3)n2)cc1OC
5%	6%	-16%	-4%	4%	12%	6%	23%	-16%	CCOC(=O)C1=C(CN2CCN(C(=O)OCC)CC2)NC(=O)NC1c1ccc2c(c1)OCO2 (stereo not given)
u	8%	-7%	-11%	1%	5%	131%[activator]	62%[activator]	-7%[56.9 µM]	COc1cc(CN(C)Cc2nc3cc(C(F)(F)F)ccc3c(=O)[nH]2)ccc1OC(F)F
-2%	i	-8%	-4%	-2%	15%	2%	36%	2%	COc1ccc(S(=O)(=O)N2CCOC2CNC(=O)C(=O)NCCc2ccccc2)cc1C (stereo not given)
8%	-1%	-8%	-5%	0%	-8%	-1%	11%	2%	CCN(CC)S(=O)(=O)c1ccc(N(C)C)c(NC(=O)CSCc2c(C)noc2C)c1
-3%	-3%	-14%	1%	4%	2%	u	32%	-11%	CCOc1ccc(NC(=S)Nc2ccc(F)cc2)cc1
-1%	-4%	12%	14%	-3%	29%[57.1 µM]	-12%	68%[activator]	-2%	CCc1nc2ccccc2c(C(=O)OCC(=O)C(C)(C)C)c1C
12%	-2%	u	-2%	1%	32%	-23%	5%	-29%	COC(=O)c1ccc(C2c3c(-c4ccc(Br)cc4)n[nH]c3C(=O)N2c2ccc(Cl)cc2)cc1 (stereo not given)
-12%	0%	-16%	4%	-2%	3%	-5%	33%	10%	CCN(CC)S(=O)(=O)c1ccc(C(=O)NCC(c2ccc(OC)cc2)N2CCOCC2)cc1 (stereo not given)
2%	i	-13%	6%	1%	4%	6%	45%[activator]	-11%	COc1ccc(CCNS(=O)(=O)c2ccc3c(c2)CCN3C(=O)CCC(=O)O)cc1OC
5%	-6%	1%	-2%	5%	5%	117%[activator]	23%	4%	O=C(CC1Nc2ccccc2NC1=O)NCc1cccnc1 (stereo not given)
-10%	i	-9%	2%	20%	7%	7%	0%	-15%	CCN(C(=O)CSc1nc2ccc(O)cc2c(=O)n1-c1ccc(OC)c(OC)c1)C1CCS(=O)(=O)C1 (stereo not given)
u	-1%	9%	-2%	10%	14%[57.1 µM]	3%	35%[57 µM]	-18%	COc1ccc(-c2cc3ccc(O)c(CN4CCCC4)c3oc2=O)cc1
-6%	i	-13%	-10%	6%	11%	u	28%	8%	Cc1c(/C(O)=C2/C(=O)C(=O)N(CCN(C)C)C2c2ccc(C(C)C)cc2)cnn1-c1ccccc1 (stereo not given)
-6%	-6%	-13%	1%	0%	-9%	-15%	49%[activator]	34%[11.4 µM]	Cc1oc(-c2ccccc2F)nc1CS(=O)CC(=O)NC1CC1 (stereo not given)
-1%	-4%	2%	15%[15.4 µM]	-13%	23%[11.4 µM]	172%[activator]	36%	-32%	C=CCSc1ncnc2c1oc1nc3c(cc12)COC(C)(C)C3
-6%	u	-18%	-2%	-5%	9%[57.1 µM]	0%	-6%	0%	COc1ccc(CCNC(=O)NCCc2c[nH]c3ccccc23)cc1OC
0%	3%	-15%	5%	7%	2%	-27%	27%	-1%	CC(/C=N/NC(=O)c1nnn(-c2nonc2N)c1CN1CCCCC1)=C\c1ccccc1
5%	-9%	-21%	6%	-1%	12%[57.1 µM]	u	18%	-23%	Cc1cc(C(=O)NCCCN(C)C)c2ccccc2n1
-3%	2%	-11%	3%	0%	17%	16%	5%[57 µM]	12%	COc1ccc(CNC(=O)Cn2c(=O)n(CC(=O)N3CCCCC3)c(=O)c3sccc32)cc1
-15%	-1%	-7%	6%	12%	20%[57.1 µM]	-28%	-4%[57 µM]	-26%	CCOC(=O)c1cc(S(=O)(=O)N(C)c2ccccc2)[nH]n1
-14%	-9%	-1%	-7%	-2%	17%[57.1 µM]	-26%	26%	23%	Cc1ccccc1NS(=O)(=O)c1ccc(C(=O)NCCCN2CCCC2=O)cc1
3%	7%	-25%	4%	5%	-4%	18%	14%	-34%	Cc1cc(CSc2ccccc2)ccc1NC(=O)c1ccc(Cl)c([N+](=O)[O-])c1
-8%	-7%	-32%	2%	-2%	u	u	6%	-29%	Cc1cccc(C)c1NS(=O)(=O)c1ccc2c(c1)[C@H]1C=CC[C@H]1[C@@H](c1ccc(Cl)cc1)N2

Compound activity: PubChem BioAssay, National Center for Advancing Translational Sciences (NCATS)
